# High-throughput results (PubChem BioAssay)
# RMI-FANCM inh: blocks RMI1/RMI2 complex binding to FANCM MM2 peptide; Fluorescence polarization, RMI core complex with F-MM2 peptide; hits give low values; FP signal (polarization) at 33 µM; hit rate 0.58% among 70,000; AID 1159607; in the data active = FP signal below about 40; also: inactives centre near 61; strong numbers were not always called active; unit not given here
# * hit, by the source's call; & = joins results of further samples. An excerpt; count on the stated rates, not on these rows.
SMILES,RMI-FANCM inh
Cc1nnc(NC(=O)CSc2nnc(NC(=O)NC(C)(C)C)s2)s1,56
CCOc1ccc(-n2nnnc2CNS(=O)(=O)c2ccccc2[N+](=O)[O-])cc1,53
COc1ccc(S(=O)(=O)N2CCC(C(=O)N3CCN(c4ccccc4)CC3)CC2)cc1,54
Cn1c(SCc2nc(-c3ccccc3F)no2)nc2ccccc2c1=O,65
Cc1ccc2[nH]c3c(=O)n(CC(=O)Nc4ccccc4C)cnc3c2c1,116
Cc1ccc(N2CCCS2(=O)=O)cc1NC(=O)C(=O)NCCC(C)C,63
COCC(=O)N1CCCc2ccc(NS(=O)(=O)c3ccc(OC)c(OC)c3)cc21,70
CC(C)(C)c1ccc(C(=O)Nc2nc3cc4c(cc3s2)OCCO4)cc1,74
CCOC(=O)/C=C/C(=O)NCCC1=CCCCC1,63
Cn1cc(NC(=O)N2CCN(c3cccc(C(F)(F)F)c3)CC2)c2ccccc21,55
Cc1cc(=O)[nH]c(-n2nc(C)c(CCC(=O)Nc3ccccc3F)c2C)n1,60
CCOC(=O)Nc1ccc(Cl)c(N2CCCS2(=O)=O)c1,54
CCOC(=O)N1CCN(C(=O)c2ccc(C)cc2)CC1,53
Cc1cc(NC(=O)c2ccc3c(c2)OCO3)n(-c2ncnc3c2cnn3-c2ccccc2)n1,59
O=C(/C=C/c1ccc(F)cc1)Nc1ccc(N2CCOCC2)cc1,67
CC(C)(C)NC(=O)C(=O)NCCCN1CCOC(c2ccccc2)C1 (stereo unspecified),73
CCOC(=O)c1ccc(N=C(N)SCc2ccc(Cl)cc2)cc1,60
O=C(COc1ccccc1)N/N=C\c1ccc(OC2OC(CO)C(O)C(O)C2O)cc1 (stereo unspecified),59
COc1ccc(-c2cc(-c3ccccc3)nc(SCC(N)=O)c2C#N)cc1OC,119
O=C(CCn1cncn1)Nc1ccc(Br)cc1,67
O=C(CSCC(=O)c1ccc(Br)cc1)c1ccc(Br)cc1,55
Cc1ccc(N=C(N)N=C(N)N)cc1,67
COc1cccc(-c2nnc3ccc(OCCNC(=O)c4cccc(C)c4)nn23)c1,90
COc1ccccc1CC(=O)NCc1ccc(-c2cccs2)cc1,66
CN(C)c1ccc(C(=S)N2CCN(C(=S)NC3CCCCC3)CC2)cc1,63
Cc1c(C=O)c(C=O)c(C)n1Cc1ccc(C(=O)O)cc1,59
O=C(Nc1cnccn1)c1ccc(Cl)cc1,61
O=C(NCc1ccco1)NNc1nc2c(-c3ccccc3)nnn2c2ccccc12,84
Cc1cc(NC(=O)C(=O)NCc2cccnc2)no1,52
Cc1cc(C)c2nc(NC(=O)c3cccc(Cl)c3)sc2c1,47
Cc1nnsc1-c1nc(-c2ccc(F)cc2)cs1,59
Cc1onc(-c2ccccc2Cl)c1C(=O)NCCCN1CCN(c2ccccc2)CC1,74
CCOc1ccc(S(=O)(=O)N2CCC(c3nnc(CC)s3)CC2)cc1,61
CC(C)c1cc(C(C)C)c(S(=O)NCCCN2CCOCC2)c(C(C)C)c1 (stereo unspecified),59
Cc1cc(NC(=O)CN2C(=O)c3ccccc3C2=O)ccc1N1CCCC1=O,57
CCOC(=O)Cn1c(=NC(C)=O)sc2cc([N+](=O)[O-])ccc21,64
COc1ccccc1OCC(=O)Nc1cc(-c2cccs2)nn1-c1nc(C)cc(=O)[nH]1,63
CCOc1ccc(-c2csc(-n3nc(C)cc3NC(=O)COc3ccccc3F)n2)cc1,82
O=C(Cn1cnc(-c2ccc(F)cc2)cc1=O)NCc1ccc(Cl)cc1,71
COc1ccc(Cl)cc1NS(=O)(=O)c1ccc2c(c1)OCCCO2,56
O=C1CS(=O)(=O)N(Cc2ccccc2F)c2cc(Cl)ccc21,60
O=C(COc1ccc2ccccc2c1)NCc1nnnn1-c1ccc(F)c(F)c1,56
N#C/C(=C\Nc1ccccn1)S(=O)(=O)Cc1ccco1,55
CN1CCc2cc(C(CNC(=O)C(=O)NCc3ccc4c(c3)OCO4)N(C)C)ccc21 (stereo unspecified),66
COC(=O)C(=O)CC(=O)c1c(C)nn(C)c1C,60
Cc1ccc(-c2ccc(=O)n(CCCC(=O)Nc3ccc(Cl)c(Cl)c3)n2)cc1,72
COc1ccc(S(=O)(=O)NCCOc2ccc3c(c2)OCO3)cc1C,62
NS(=O)(=O)c1ccc(CCNC(=O)c2csc(Nc3ccccc3)n2)cc1,59
N#CC(C#N)=NNc1ccc(F)cc1F,53
Cc1ccc(C(=O)NCCn2cc(SC(=N)N)c3ccccc32)cc1,73
O=C(c1csc(Nc2ccccc2)n1)N1CCN(c2ccccn2)CC1,64
CCOc1cccc2cc(C(=O)NCCn3nc(-c4ccncc4)ccc3=O)c(=O)oc12,66
O=C(O)c1cc([N+](=O)[O-])ccc1NCCCc1ccccc1,59&59
O=S(=O)(CCCOc1ccc(F)cc1)NC1CCN(Cc2ccccc2)CC1,68
CCc1nnc(NC(=O)c2ccoc2COc2ccc(C)cc2)s1,65
COc1ccc(SCCCC(=O)Nc2ncnc3sccc23)cc1,52
O=S(=O)(CCO/N=C\c1cccs1)c1ccc(Cl)cc1,62
O=C(Nc1nc(-c2cc([N+](=O)[O-])cs2)cs1)c1coc2ccccc2c1=O,53
Cc1ccc(N2CC(C(=O)N3CCC(c4nc5ccccc5[nH]4)CC3)CC2=O)cc1 (stereo unspecified),60
O=c1cc(CN2CCN(c3ccc(F)cc3)CC2)occ1OCc1ccc([N+](=O)[O-])cc1,52

# Further records follow.
SMILES,RMI-FANCM inh
CCOC(=O)C(CC)Sc1ccc2nnc(CCNC(=O)c3ccc(F)cc3)n2n1 (stereo unspecified),58
Cc1ccc(OCCOCC(O)CNC(C)(C)CC(C)(C)C)cc1C (stereo unspecified),80
O=S(=O)(c1ccc(Cl)c2ccccc12)N1CCN(c2ccc(F)cc2)CC1,57
N#Cc1c(F)ccc(NC(=O)Nc2ccccc2)c1F,54
COc1cc([C@@H]2c3cc4c(cc3[C@H](O)C3COC(=O)[C@@H]32)OCO4)cc(OC)c1OC (stereo partly specified),53
Cn1nccc1C(=O)Nc1nnc(-c2cccs2)o1,68
COc1ccc(C)c2sc(N(CCCN3CCOCC3)C(=O)c3cc(C)on3)nc12,52
CN1[C@@H]2CC[C@H]1CC(OC(=O)C(CO)c1ccccc1)C2 (stereo partly specified),63
C=CCn1c(SCc2ccccc2)nc2scc(-c3ccc(C)o3)c2c1=O,74
COC(=O)NC(C)c1nc2ccccc2[nH]1 (stereo unspecified),51
COc1ccc(-c2cc3c(=O)[nH]nc(SCC(=O)Nc4ccc(C)cc4)n3n2)cc1,125
CN(C)CCN(C(=O)CCS(=O)(=O)c1ccc(F)cc1)c1nc2ccccc2s1,56
CN(N)C(=S)NC(C)(C)C,57
COc1ccc(C)cc1NC(=O)Cn1cccc(-c2nc(-c3ccc(Br)cc3)no2)c1=O,171
COc1ccc(-c2ccc(SCC(=O)Nc3nccs3)nn2)cc1OC,62
Cc1cc(C)c(-c2nnc(NC(=O)COc3ccc(Cl)cc3Cl)s2)c(C)c1,64
CSc1nnc(NC(=O)Nc2ccc(C)cc2)s1,56
C=CCNC(=O)C(=O)Nc1cc(N2CCCS2(=O)=O)ccc1C,63
O=C(NC(O)C(=O)c1ccccc1)c1ccco1 (stereo unspecified),60
COC(=O)c1scc(C)c1NC(=O)/C(C#N)=C/c1ccc(C#N)cc1,55
Cc1ccc(C)c(S(=O)(=O)NCc2ccc(C(=O)N3CCN(c4ccccc4F)CC3)cc2)c1,75
CC(CC(=O)O)Oc1ccccc1[N+](=O)[O-] (stereo unspecified),63&59
O=C(NCCc1ccc(N2CCCC2)cc1)C(=O)NCc1cccs1,96
O=C(NCCOc1ccc2c(c1)OCO2)C1CC1,62
Fc1c(CSC(=S)N2CCOCC2)cccc1CSC(=S)N1CCOCC1,57
O=C(O)Cc1cc(=O)oc2cc(O)ccc12,62
OC(COc1ccc2c(c1)CCC2)CN1CCOCC1 (stereo unspecified),59
O=S(=O)(NCCOc1ccc(-c2ccc(F)cc2)nn1)c1ccc(Cl)s1,78
CCNC(=O)SCC(N)C(=O)O (stereo unspecified),58
CN(C)c1ccc(/C=N\NC(=O)c2ccc(=O)[nH]n2)cc1,66
CNC(=S)N1N=C(c2ccc(OC)cc2)CC1c1ccc(Cl)cc1Cl (stereo unspecified),80
O=C(NCCO)C(=O)Nc1ccc(N2CCCS2(=O)=O)cc1,64
CCOC(=O)C1CCN(C(=O)Cc2csc(NS(=O)(=O)c3ccc(Cl)cc3)n2)CC1,56
Cc1ccc(S(=O)(=O)N=c2sc3cccc(C)c3n2C)cc1,55
CC12CCCC(O)(C1)C1CC(C)(C)C1CC2 (stereo unspecified),64
CCCOC(=O)C(C)Nc1n[nH]c(=O)[nH]c1=O (stereo unspecified),54
O=[N+]([O-])c1ccc2c(c1)NC1(CCCCC1)N2,61
CS(=O)(=O)N1CCC(c2nn(CC(=O)c3ccccc3)c(=O)n2-c2cccs2)CC1,63
N#CCCSc1ccccc1N=Cc1cc(Cl)cc(Cl)c1O,33*
CCOC(=O)N1CCC(NC(=O)c2cc(Cl)sc2Cl)CC1,56
CCC(=O)Nc1ccc(SCc2cc(C)ccc2C)nn1,71
CC1(C)CC(=O)c2sc(NC(=O)c3sc4ccccc4c3Cl)nc2C1,54
CCCc1cc(=O)n(CC(=O)Nc2ccccc2F)cn1,65
COc1ccc(-c2cn3c(C(=O)NCc4cccnc4)csc3n2)cc1,62
O=C(/C=C/c1ccco1)NC(=S)N1CCNC(=O)C1CC(=O)OCC1CCCO1 (stereo unspecified),62
CC(C)(C)C1CCc2c(sc3nc(CCC(=O)NCCc4ccccc4)[nH]c(=O)c23)C1 (stereo unspecified),65
COc1ccc(/C(C#N)=C/c2cc(Br)cs2)cc1,56
CCC(=O)Nc1ccc(S(=O)(=O)NCC(c2cccn2C)N2CCCC2)c(C)c1 (stereo unspecified),68
Cc1ccc(-c2nc3n(c2CNC(=O)C2CC2)CCS3)cc1,53
CCOC(=O)Cc1csc(-c2ccc(Oc3ccc(C(F)(F)F)cn3)cc2)n1,54
Cc1ccc(CC(=O)Nc2cccc(C)n2)cc1,61
COc1ccccc1C1CCN(C(=O)CSCc2cccc3ccccc23)CC1,60
COc1ccc(C(=O)CSc2ncnc3c2cnn3-c2cccc(Cl)c2)cc1,126
CCCS(=O)(=O)N1CCN(c2ncnc3c2nnn3-c2cccc(OC)c2)CC1,70
Cc1cc(S(=O)(=O)Nc2ccc3c(c2)N(C(=O)C2CC2)CCC3)ccc1F,55
O=C(Nc1cccs1)N1CCN(c2ccc3nnc(C4CC4)n3n2)CC1,67
O=c1c2scc(-c3ccccc3)c2ncn1Cc1cccc(Cl)c1,63
O=C(NCCn1nc(-c2cccnc2)ccc1=O)NC1CCCCC1,71
Brc1ccc2oc(-c3ccn[nH]3)cc2c1,57
CCOc1ccc(-c2noc(-c3cc(-c4cc(C)ccc4C)n[nH]3)n2)cc1OC,95

# Further structures
SMILES,RMI-FANCM inh
COc1ccc(C(=O)Nc2nc3ccc(S(C)(=O)=O)cc3s2)cc1OC,74
Cc1cccc(NC(=O)CSc2ncc(S(=O)(=O)c3ccc(C)cc3C)c(=O)[nH]2)c1,61
O=C(CCBr)N1CCN(C(=O)CCBr)CC1,55
N#CCCN(Cc1ccccc1)S(=O)(=O)c1ccccc1,53
CSc1nc(=O)[nH]nc1C,56
O=S(=O)(c1ccc(F)cc1)N1CCN(CC(O)CON=C2c3ccccc3-c3ccccc32)CC1 (stereo unspecified),60
COc1ccc(N2CCN(c3ncnc4c3cnn4CCNC(=O)CC(C)C)CC2)cc1,60
Cc1ccc(C(=O)CSc2nc3sc(C)c(C)c3c(=O)n2-c2ccccc2)cc1C,73
COc1ccc(NC(=O)Cc2csc(NC(=O)c3ccc(=O)[nH]c3)n2)cc1Cl,59
Cc1cc(NS(=O)(=O)c2ccc(NCN3C(=O)c4ccccc4C3=O)cc2)no1,55
NC(=O)c1ccc(NC(=O)Nc2c[nH]c3ccccc23)cc1,52
CCn1nc(C(=O)Nc2nnc(-c3ccc4c(c3)CCCC4)o2)cc1C,66
Nc1c(C(=O)c2ccccc2)sc2nsc(SCCN3CCOCC3)c12,85
COc1ccc(-c2c3c(nc4sc(C(=O)Nc5cccc(-c6nc7ccccc7s6)c5)c(N)c24)CC(C)(C)CC3=O)cc1,82
COc1cc2ccccc2cc1C(=O)Nc1nc(-c2ccc(C)c(C)c2)cs1,59
CCOC(=O)c1c(NC(=O)CNCCCN2CCOCC2)sc(C)c1C,74
COC(=O)[C@H]1[C@H]2C[C@H]3c4[nH]c5cc(OC)ccc5c4CCN3C[C@H]2C[C@@H](OC(=O)c2cc(OC)c(OC)c(OC)c2)[C@@H]1OC,48
